MMP-13 inhibitor: inhibitors of human MMP13; MMP-13 fTHP FRET cleavage, Mca fluorescence; inhibition, % at 4 µM; 0.07% of 65,000 active; AID 570;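 active = inhibition above the mean of compound-free control plate wells plus 3 SD, cut at about 14% in these data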;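 also: 0% = DMSO wells and 100% = wells with reference MMP-13 inhibitor after basal subtraction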
A340 absorber: compound absorbs light at 340 nm. fold change at 10 µM. 65,000 tested, under 10 active. compound absorbance at 340 nm, fold over control. AID 708;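 active = at 10 µM dose, initial 340 nm absorbance at least 2 fold that of control wells; inactive = change under 2 fold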;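 also: initial absorbance extrapolated from kinetic A340 decline of NADH oxidation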
Hsp90 inh: displaces geldanamycin probe from tumor Hsp90; P07900; NCI-N417 lysate Hsp90, Cy3B-geldanamycin FP displacement; inhibition, % at 30 µM; 0.35% of 64,000 active; AID 429;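 active = inhibition above 50%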;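 also: 0% = tracer plus lysate wells and 100% = tracer alone without lysate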
AP complement: orthogonal test for alternative complement pathway inhibitors; Human serum alternative complement pathway, LPS-coated ELISA, C3 deposition; tested in compound mixtures; inhibition, % at 5 µM; 0.08% of 62,000 active; AID 1235;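 active = inhibition above 30% in each of the two pooled mixtures holding the compound, so the lower value exceeds 30%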;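 also: 0% = serum in Mg-EGTA without compound and 100% = EDTA serum blank; some compounds past the cut are filed as inactive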
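Assay system: Human serum alternative complement pathway, C3 deposition on LPS-coated wells | Incubation: 1 h serum-compound exposure at 37 °C | Doses: 5 µM per compound in ten-compound mixtures | Read-out: Percent inhibition | Technique: ELISA with HRP anti-human C3 antibody, TMB substrate, absorbance 450 nm | Replication: Two pool placements per compound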
JNK3 blocker: JNK3 (human) kinase inhibition; P53779; purified JNK3 kinase activity, HTS; inhibition, % at 8 µM; 0.61% of 60,000 active; AID 746; in the data active = inhibition above about 17%;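 also: 0% = DMSO and 100% = reference inhibitor; many of its hits are not listed in these tables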
Target sequence (P53779 whole entry, looked up): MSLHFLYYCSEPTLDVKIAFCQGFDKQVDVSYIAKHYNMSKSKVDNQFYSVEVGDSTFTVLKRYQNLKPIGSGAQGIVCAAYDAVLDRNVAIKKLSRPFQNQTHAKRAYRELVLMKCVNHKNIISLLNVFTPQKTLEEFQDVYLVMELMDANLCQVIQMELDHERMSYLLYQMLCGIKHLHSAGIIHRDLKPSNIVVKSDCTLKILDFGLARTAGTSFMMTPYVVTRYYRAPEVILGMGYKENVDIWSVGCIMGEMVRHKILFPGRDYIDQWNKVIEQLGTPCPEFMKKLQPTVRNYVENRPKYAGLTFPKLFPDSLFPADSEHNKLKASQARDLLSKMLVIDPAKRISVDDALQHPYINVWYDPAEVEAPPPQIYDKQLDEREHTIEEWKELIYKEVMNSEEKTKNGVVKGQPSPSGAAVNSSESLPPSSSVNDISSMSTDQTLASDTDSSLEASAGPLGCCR
FXIa inh mix: blocks human factor XIa in pooled compound mixtures. P03951. purified FXIa, fluorogenic substrate. inhibition, % at 5 µM. 0.19% of 62,000 active;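 also: each value is inhibition by a whole ten-compound pool holding the compound; 0% = enzyme with no mixture and 100% = wells lacking enzyme; strong numbers were not always called active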
Cdc25B inh: inhibitors of human Cdc25B phosphatase. P30305. AID 368. inhibition, %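 (compounds tested at 10 µM final in the well)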. recombinant Cdc25B, OMFP fluorescence Ex485/Em525. 0.1% of 65,000 active; in the data active = inhibition above about 50%
Target sequence (P30305 whole entry, looked up): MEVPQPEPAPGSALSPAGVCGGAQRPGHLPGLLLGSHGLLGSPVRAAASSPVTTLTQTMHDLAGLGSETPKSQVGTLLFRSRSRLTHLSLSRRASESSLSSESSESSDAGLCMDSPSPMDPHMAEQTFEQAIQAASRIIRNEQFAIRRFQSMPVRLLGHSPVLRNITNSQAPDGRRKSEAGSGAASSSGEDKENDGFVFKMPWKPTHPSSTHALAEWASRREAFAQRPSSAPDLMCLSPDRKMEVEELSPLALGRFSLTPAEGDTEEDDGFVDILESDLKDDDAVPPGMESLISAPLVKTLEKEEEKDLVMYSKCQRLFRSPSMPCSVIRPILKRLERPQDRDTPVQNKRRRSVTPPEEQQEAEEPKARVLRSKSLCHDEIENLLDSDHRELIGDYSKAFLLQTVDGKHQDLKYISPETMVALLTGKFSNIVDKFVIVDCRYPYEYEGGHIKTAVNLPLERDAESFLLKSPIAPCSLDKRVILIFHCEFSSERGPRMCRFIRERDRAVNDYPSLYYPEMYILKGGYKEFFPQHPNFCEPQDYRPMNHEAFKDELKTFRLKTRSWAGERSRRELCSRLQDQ
DUSP1 inh: blocks human MKP-1 phosphatase activity. recombinant MKP-1, OMFP hydrolysis fluorescence. 0.15% of 65,000 active. P28562. inhibition, %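 (compounds tested at a single concentration somewhere between 10 and 100 µM)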;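 active = inhibition above about 50%, limit read from the data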;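 also: 0% = DMSO max control wells and 100% = wells with enzyme stopped by NaOH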
FXIIa inh mix: factor XIIa (human) inhibition, mixture screen. P00748. purified FXIIa, fluorogenic substrate, pooled mixtures. 0.2% of 62,000 active. inhibition, % at 5 µM. AID 684;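 also: 0% = enzyme without compound and 100% = no enzyme blank; some results filed as inactive read as strong as hits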
* = called active by the depositor; / = no result given. Rule as the data show it, unless noted: active = inhibition above about 20% (passing the limit was not always enough); inactive = the rest. Compounds as they come. Share with any hit: about 1.5%.

SMILES	MMP-13 inhibitor	A340 absorber	Hsp90 inh	AP complement	JNK3 blocker	FXIa inh mix	Cdc25B inh	DUSP1 inh	FXIIa inh mix
CC(C)c1ccc(O)c(NC(=O)c2ncn[nH]2)c1	-1	1	5	3	4	1	9	-1	1
COC(=O)Sc1nnc(-c2ccc(Br)cc2)o1	-4	1.1	-3	-1	6	0	-5	-16	6
O=C1CC(c2ccc3c(c2)OCO3)CN1 (stereo not given)	2	0.97	-6	10	3	-1	12	-22	-2
COc1ccc(-c2ccc(SCC(=O)N3CCCC3)nn2)cc1OC	-5	1.1	-2	25	4	8	-7	3	37
COC(=O)c1ccc2c(=O)n(CCN3CCOCC3)c(=S)[nH]c2c1	-5	1.1	-1	-1	0	-4	0	1	4
c1ccc2sc(SCc3ccc(-c4nnco4)cc3)nc2c1	3	1	91*	-3	-4	3	1	7	-15
O=C(Nc1ccc2c(c1)OCO2)C(c1ccc(Cl)cc1)N1CCC2(CC1)OCCO2 (stereo not given)	10	1	-2	5	-3	7	13	5	-8
O=C1NC2(CCCCC2)Cc2ccccc21	4	1	2	24	-7	5	-1	2	-3
Cc1ccc(C2C=C(c3ccc4c(c3)OCO4)Nc3ncnn32)cc1 (stereo not given)	-12	1.1	2	15	-5	-16	6	4	6
O=C(CCN1c2ccccc2Sc2ccccc21)OCC(=O)N1CCN(C(=O)c2ccco2)CC1	4	1	1	7	-14	-27	-4	28	-1
CCCN1Cc2cccc(C(=O)NCCCOC(C)C)c2C1=O	5	0.97	0	7	0	-3	8	-10	-1
Cc1ccc(N2C(=O)[C@@H]3C(c4ccc(F)cc4)=NO[C@@H]3C2=O)cc1	2	1	-5	6	9	0	-9	-11	7
COc1ccc(N2CCN(C(=O)CSc3ccccc3N)CC2)cc1	0	0.99	-3	4	0	7	-16	14	-16
COc1ccc(S(=O)(=O)NCc2ccc(C(=O)N3CCN(c4ccccn4)CC3)cc2)cc1	-3	0.99	-1	1	0	14	-17	27	3
CCS(=O)(=O)N1CCN(C(=O)c2ccc(-c3ccccc3)cc2)CC1	2	1	-2	14	-9	13	-5	12	6
CN(C)C(=O)N1CCCC(C(=O)NCc2ccccc2)C1 (stereo not given)	2	1	-1	2	-2	8	-7	-6	9
CCOC(=O)C1=C(c2ccccc2)NC(SCC(=O)Nc2cccc(C)c2)=C(C#N)C1c1ccco1 (stereo not given)	2	1	2	14	-3	-2	-1	6	-1
CN(c1ccccc1C(=O)NCc1ccccn1)S(C)(=O)=O	5	0.99	-22	8	-5	3	-7	2	-3
COc1ccc(NC2=CC(=O)CC(C)(C)C2)cc1OC	6	1.1	11	12	-10	10	-5	7	5
Cc1ccc2c(c1)-c1c(cnn1CC(=O)NC(C)CCc1ccco1)CO2 (stereo not given)	3	0.99	-4	16	-6	6	-7	14	-4
CC(Cc1c[nH]c2ccccc12)NC(=O)C1CCCNC1=O (stereo not given)	0	1	-1	13	-1	7	-2	1	-11
Cc1cc(C)nc(SC2CCOC2=O)n1 (stereo not given)	0	1	4	7	3	-5	10	-5	-1
O=C(O)CCN1C(=O)NC2(CCCC2)C1=O	5	1	0	6	3	-3	-1	-1	-11
Cc1nn(C)c(C)c1S(=O)(=O)N1CCC(C(=O)NC2CCCCCC2)CC1	-3	1	-4	17	7	6	-3	5	5
CCN1CCN(Cc2cc(=O)oc3cc4c(cc23)CCC4)CC1	-6	1	-9	4	-2	4	-11	-46	-2

Taken from above.
JNK3 blocker with `O=C(O)CCN1C(=O)NC2(CCCC2)C1=O` = 3
MMP-13 inhibitor with `CN(C)C(=O)N1CCCC(C(=O)NCc2ccccc2)C1` (stereo not given) = 2
FXIIa inh mix with `Cc1cc(C)nc(SC2CCOC2=O)n1` (stereo not given) = -1
FXIa inh mix with `Cc1ccc2c(c1)-c1c(cnn1CC(=O)NC(C)CCc1ccco1)CO2` (stereo not given) = 6
AP complement with `COc1ccc(-c2ccc(SCC(=O)N3CCCC3)nn2)cc1OC` = 25

(next part)
SMILES	MMP-13 inhibitor	A340 absorber	Hsp90 inh	AP complement	JNK3 blocker	FXIa inh mix	Cdc25B inh	DUSP1 inh	FXIIa inh mix
COCCN(CCOC)c1ncc(Cl)c(C(=O)c2c(C)cc3ccccn23)n1	4	1	-2	17	-8	10	-3	1	-11
CCN1CCN(c2cc(C)c3cc(NC(=O)c4cncc(Br)c4)ccc3n2)CC1	7	1	/	7	/	5	-18	7	2
COCCNC(=O)CN(CC1CCCO1)C(=O)CCC(=O)Nc1ccccn1 (stereo not given)	0	0.96	3	-18	0	-6	0	-32	6
CCOc1cccc(-c2nnc3sc(COc4ccc(OC)cc4)nn23)c1	7	0.99	-4	2	-4	-1	0	-2	-1
COc1ccc(CCNC(=O)c2nnn(-c3ccc4c(c3)OCCO4)c2N)cc1OC	1	0.99	0	9	0	1	-17	0	-3
CCOC(=O)c1c(C#N)c(SCC(=O)Nc2ccc(OC)cc2)nc2c1CN(CC)CC2	1	1	-23	-13	2	3	-9	13	6
COc1ccc(CNC(=O)CSc2nnnn2-c2ccccc2)cc1	3	1.1	0	21	-11	10	-7	13	-5
CCSc1nnc(NC(=O)CCNS(=O)(=O)c2cc(Br)cnc2N)s1	4	1	2	6	-3	-3	-9	10	6
COc1ccc(-n2c(=O)c3c4c(sc3n3c(C)nnc23)COC(C(C)C)C4)cc1 (stereo not given)	-3	1	0	9	1	8	-2	4	-2
O=C1CCCC2=C1C(c1ccccc1)C1=C(CCCC1=O)O2	-1	1	-4	5	-6	-2	-5	2	6
CC1CCc2nc(NC(=O)CSc3nc4ccccc4o3)sc2C1 (stereo not given)	3	1	0	-12	2	4	-13	2	-1
CCCS(=O)(=O)NCCc1cc2cc(C)c(C)cc2[nH]c1=O	-14	1	-9	14	-2	-6	-6	9	-2
Cc1nn2cc(-c3ccc(-c4ccccc4)cc3)nc2s1	5	1.1	-3	16	0	4	6	26	2
CCOc1ccccc1Nc1nnc(Cc2ccccc2Cl)c(=O)[nH]1	1	1	/	19	/	2	-8	8	5
CCOC(=O)C1CCCN(C2CC(=O)N(c3cccc(C)c3)C2=O)C1 (stereo not given)	-1	1	4	-9	-4	7	3	-10	-5
C/C(=C\C(=O)c1ccc(C)o1)Nc1ccc(C(=O)O)cc1C	-4	1.1	-14	12	-7	5	-6	7	3
Cc1ccc(S(=O)(=O)Cn2nnnc2CN(Cc2ccco2)CC2CCCO2)cc1 (stereo not given)	3	0.98	-4	-8	1	-4	1	2	10
CN1C(=O)C2ON(c3ccccc3)C(c3cccs3)C2C1=O (stereo not given)	-3	0.98	-1	/	6	/	6	-19	/
O=c1c2c3c(sc2ncn1/N=C/c1ccc(Br)o1)CCCC3	-3	1.1	0	3	-6	4	4	11	1
CCn1[nH]c(=O)c(=Nc2c(C)n(C)n(-c3ccccc3)c2=O)cc1-c1ccc(Cl)cc1	3	1	1	16	1	4	7	28	-5
CCCOc1ccc(/C(O)=C2/C(=O)C(=O)N(CCCn3ccnc3)C2c2cccs2)cc1 (stereo not given)	-2	1.1	4	/	5	/	15	-10	/
Cc1ccc(C(=O)CSC2=C(C#N)C(c3ccco3)C3=C(CCCC3=O)N2)cc1 (stereo not given)	5	1.1	-6	/	8	/	18	-25	/
O=C(CCc1nc(-c2ccccc2)no1)N1CCCC1	3	0.98	-4	-3	1	-21	0	-21	4
Cn1c(=O)n(C/C=C/c2ccccc2)c(=O)c2c1nc1n2CCCN1Cc1ccccc1	-1	1	1	14	0	2	5	22	13
Nn1c(SCc2nc3ccccn3c2Br)nnc1-c1cccnc1	1	1	-3	18	-8	8	1	-7	5

Next section.
SMILES	MMP-13 inhibitor	A340 absorber	Hsp90 inh	AP complement	JNK3 blocker	FXIa inh mix	Cdc25B inh	DUSP1 inh	FXIIa inh mix
Cc1[nH]c2c(Cl)cccc2c(=O)c1CN1CCCC1	-1	1.1	-1	-4	3	8	63*	-2	32
COc1ccccc1N(C)S(=O)(=O)c1ccc(C(=O)NC2=NCCS2)cc1	3	1	-2	4	/	4	-17	2	-12
COc1ccc(NS(=O)(=O)c2cccs2)c(OC)c1	3	1	0	8	-1	-3	-17	-5	12
COc1ccc(NC(=O)N2CCC(c3ccccc3)C2)c(OC)c1 (stereo not given)	0	1	-1	10	-3	5	5	-7	2
O=C(Nc1cccc(NC(=O)c2nccc3ccccc23)c1)c1ccco1	-7	1	-7	14	3	11	-7	4	-3
COc1ccc(OC)c(NC(=O)CC(NCCC2=CCCCC2)C(=O)O)c1 (stereo not given)	0	1	1	6	-2	5	-4	15	0
COc1ccccc1-n1c(N)c(C(N)=O)sc1=S	2	1.1	-1	25	-3	1	-1	0	1
COc1ccc(C2Oc3ccccc3N2C(C)=O)cc1 (stereo not given)	0	1	-1	3	-2	5	9	4	1
C=CCNC(=O)CSc1ccc(Cl)cc1	2	1	-4	9	8	6	3	8	6
CCN1CCCC1CNC(=O)c1cc2c(=O)n(C)c3ccccc3c2n1C (stereo not given)	-32	1	-5	13	-4	9	-3	-5	5
COc1ccc(OC)c(S(=O)(=O)Nc2ccccc2C(F)(F)F)c1	5	1	3	14	-7	1	-8	1	7
CCOC(=O)C1CCN(C(=O)CN(c2cc(OC)ccc2OC)S(=O)(=O)c2ccccc2)CC1	-15	1	-2	5	-1	9	-10	3	12
CN1CCN(CCCNC(=O)Cn2ncc3c4ccccc4n(C)c3c2=O)CC1	-19	1	-3	-14	-2	-1	-11	-9	-19
COCCNC(=O)c1ccccc1NC(=O)C1COc2ccccc2O1 (stereo not given)	4	1	/	-5	/	7	-11	12	2
CCOCC(=O)Nc1nnc(Cc2ccc(OC)c(OC)c2)s1	0	1	1	7	0	-4	-12	-8	2

Random excerpt: three entries already listed.
SMILES	MMP-13 inhibitor	A340 absorber	Hsp90 inh	AP complement	JNK3 blocker	FXIa inh mix	Cdc25B inh	DUSP1 inh	FXIIa inh mix
Cc1[nH]c2c(Cl)cccc2c(=O)c1CN1CCCC1	-1	1.1	-1	-4	3	8	63*	-2	32
COc1ccc(NC(=O)N2CCC(c3ccccc3)C2)c(OC)c1 (stereo not given)	0	1	-1	10	-3	5	5	-7	2
CCOCC(=O)Nc1nnc(Cc2ccc(OC)c(OC)c2)s1	0	1	1	7	0	-4	-12	-8	2

A draw from above in order of length of the SMILES, high to low:
SMILES	MMP-13 inhibitor	A340 absorber	Hsp90 inh	AP complement	JNK3 blocker	FXIa inh mix	Cdc25B inh	DUSP1 inh	FXIIa inh mix
CCOCC(=O)Nc1nnc(Cc2ccc(OC)c(OC)c2)s1	0	1	1	7	0	-4	-12	-8	2
Cc1[nH]c2c(Cl)cccc2c(=O)c1CN1CCCC1	-1	1.1	-1	-4	3	8	63*	-2	32
COc1ccccc1-n1c(N)c(C(N)=O)sc1=S	2	1.1	-1	25	-3	1	-1	0	1

Bioassay records from PubChem BioAssay.
